# beta cell repl = inducers of beta-cell replication in MIN6 cells. AID 2380. proliferation, % at 10 µM. MIN6 cells proliferation, ATPlite luminescence, 48 h; cells starved in 0.2% serum; 100% = growth in 10% serum. actives 0.29% (n = 330,000);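 active means compounds whose signal lies at least 3.5 SD above the mean of all wells on their plate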;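 further: 0% = DMSO-treated cells in low-serum medium and 100% = 10% serum control; some compounds called inactive have numbers as strong as hits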
# UBC13 polyUb = inhibitors of human UBC13 polyubiquitin chain formation. P61088. TR-FRET. actives 0.47% (n = 330,000). inhibition, % at 20 µM; in the data active means inhibition above about 45%, passing the limit was not always enough
# Target sequence (P61088 whole entry, looked up): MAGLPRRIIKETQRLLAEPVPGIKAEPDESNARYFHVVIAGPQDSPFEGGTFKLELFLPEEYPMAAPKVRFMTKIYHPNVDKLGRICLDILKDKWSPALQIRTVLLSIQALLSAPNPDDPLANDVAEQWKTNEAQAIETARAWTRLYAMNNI
# PfGluPho inh = PfG6PD (Plasmodium falciparum) enzyme inhibition; PfGluPho enzyme, NADPH resazurin-diaphorase fluorescence; inhibition, % at 20 µM; actives 0.78% (n = 350,000); AID 504690;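 active means inhibition reaching at least a set limit at 20 µM in the primary screen, cut at about 59% in these data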;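 further: 0% = DMSO wells with substrate and 100% = DMSO wells lacking glucose-6-phosphate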
# SENP8 block-1 = SENP8 (human) protease inhibition | recombinant SENP8, Nedd8 substrate fluorescence | actives 0.64% (n = 360,000) | AID 602440 | Q96LD8 | inhibition, % at 20 µM; in the data active means inhibition mostly above about 40%, no sharp cut-off; inactive means mostly below about 27%
# HKDC1 inhibitor = inhibitors of human hexokinase HKDC1; Q2TB90; recombinant HKDC1, G6PDH/diaphorase resazurin coupled fluorescence; actives 0.16% (n = 340,000); inhibition, % at 20 µM; AID 493160;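 active means inhibition above about 35% when tested at 20 µM, limit read from the data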;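 further: plate controls were DMSO wells with enzyme for no effect and DMSO wells lacking enzyme for full effect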
# Target sequence (Q2TB90 whole entry, looked up): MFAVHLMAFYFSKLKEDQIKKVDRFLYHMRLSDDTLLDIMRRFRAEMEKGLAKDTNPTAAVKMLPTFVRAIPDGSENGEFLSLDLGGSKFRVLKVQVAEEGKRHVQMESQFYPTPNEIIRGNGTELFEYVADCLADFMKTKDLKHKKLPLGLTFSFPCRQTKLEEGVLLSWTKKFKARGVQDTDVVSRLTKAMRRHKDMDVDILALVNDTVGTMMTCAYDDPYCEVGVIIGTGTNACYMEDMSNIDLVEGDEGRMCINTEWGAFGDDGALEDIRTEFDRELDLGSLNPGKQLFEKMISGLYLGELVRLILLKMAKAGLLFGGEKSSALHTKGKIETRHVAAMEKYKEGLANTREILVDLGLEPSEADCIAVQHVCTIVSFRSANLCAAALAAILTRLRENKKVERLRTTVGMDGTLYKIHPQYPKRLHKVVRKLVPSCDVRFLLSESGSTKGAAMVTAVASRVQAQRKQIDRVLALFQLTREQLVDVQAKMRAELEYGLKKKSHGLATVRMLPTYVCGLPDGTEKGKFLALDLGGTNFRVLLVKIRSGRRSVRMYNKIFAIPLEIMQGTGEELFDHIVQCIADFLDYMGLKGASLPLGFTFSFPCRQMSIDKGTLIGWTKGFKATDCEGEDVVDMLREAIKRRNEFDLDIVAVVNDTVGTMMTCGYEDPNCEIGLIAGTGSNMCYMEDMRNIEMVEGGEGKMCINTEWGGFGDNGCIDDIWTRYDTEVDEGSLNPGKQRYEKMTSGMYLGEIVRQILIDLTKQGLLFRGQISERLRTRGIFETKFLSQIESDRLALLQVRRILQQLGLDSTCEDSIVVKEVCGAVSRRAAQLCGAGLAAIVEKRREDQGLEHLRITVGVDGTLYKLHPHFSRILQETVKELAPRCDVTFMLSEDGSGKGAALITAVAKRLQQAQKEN
#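 System: Recombinant HKDC1 hexokinase | Amount: HKDC1 at 5 µg/mL | Reagent: Glucose with 1 mM ATP | Doses: Single 20 µM dose | Incubation: Reaction time 90 min, room temperature, protected from light | Signal: Coupled resazurin fluorescence, excitation 525 nm, emission 613 nm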
# SENP6 block = inhibitors of human SENP6 protease. Q9GZR1. Recombinant SENP6 catalytic domain, aminoluciferin luminescence. inhibition, % at 10 µM. actives 1.8% (n = 330,000). AID 2599;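 active means inhibition above about 50% at the single tested dose, limit read from the data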;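 further: plate controls were DMSO wells with enzyme for no effect and DMSO wells lacking enzyme for full effect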
# SENP7 block = inhibitors of human SENP7 protease; Q9BQF6; recombinant SENP7, Z-RLRGG-aminoluciferin luminescence, 40 min; inhibition, % at 5 µM; actives 1.5% (n = 330,000); AID 434973;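 active means inhibition above about 50% at the single test dose, limit read from the data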;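 further: plate controls were DMSO with enzyme for no effect and no enzyme buffer wells for full effect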
# SENP1 FRET inh = SENP1 (human) catalytic domain inhibition; recombinant SENP1 catalytic domain, CyPet-SUMO1-YPet FRET cleavage; Q9P0U3; inhibition, % at 10 µM; actives 0.21% (n = 360,000);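 active means inhibition at least 30% at 10 µM, raw YFP signal under a set limit, fluorescence ratio 0.5 to 1.5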;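 further: 0% = enzyme with DMSO and 100% = no enzyme wells; some results filed as inactive read as strong as hits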
#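 Test system: recombinant human SENP1 catalytic domain, His6-tagged / Medium: pH 8 Tris buffer with EDTA, NaCl, BME, BSA, NP40, catalase / Also added: SUMO1 FRET substrate flanked by Cypet and Ypet, 25 nM / Times: 50 min reaction at room temperature / Signal: FRET, CFP and YFP emission / Control set: no-enzyme low control and enzyme-plus-DMSO high control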
# SENP8 block-2 = inhibitors of human SENP8 protease; purified SENP8, Z-RLRGG-aminoluciferin cleavage, luminescence; AID 2540; actives 1.2% (n = 330,000); Q96LD8; inhibition, % at 10 µM; in the data active means inhibition above about 50%
# An asterisk follows results filed as active; i = inactive; · = not tested or not shown.
SMILES,beta cell repl,UBC13 polyUb,PfGluPho inh,SENP8 block-1,HKDC1 inhibitor,SENP6 block,SENP7 block,SENP1 FRET inh,SENP8 block-2
O=C(/C=C/c1ccco1)c1cccnc1,-2,0,27,8,2,-23,2,0,9
Cc1nnc(NC(=O)c2cccc(Br)c2)s1,-2,-8,27,7,-1,1,14,2,-7
Cc1cc(C)c2nc(NC(=O)C3CSC4(C)CCC(=O)N34)sc2c1 (stereo not given),-7,6,-10,-21,2,-4,4,-2,8
COc1cc2c(cc1OC)C(c1ccccc1Cl)N(C)CC2 (stereo not given),0,8,9,-1,5,15,5,0,-1
CC(=O)Nc1ccc(NC(=O)Cn2nc(C(=O)Nc3ccc(C)cc3)ccc2=O)cc1,0,0,7,10,4,1,2,0,12
S=C(NCc1ccco1)N1CCN(c2cccc(Cl)c2)CC1,-3,8,4,14,3,-16,2,0,6
Cc1nc(C)c(C(=O)C2=C(O)C(=O)N(CCCn3ccnc3)C2c2ccc(Cl)cc2)s1 (stereo not given),-1,-12,-12,9,-2,-2,7,-85,-3
CCCc1cc(=O)[nH]c(SCC(=O)N(CC)Cc2ccccc2)n1,-4,-8,-12,10,-5,-20,-6,0,-6
CCC(c1nnnn1C(C)(C)C)N1CCN(Cc2ccccc2OC)CC1 (stereo not given),-1,-2,-16,6,-6,0,8,-2,-11
CCc1nnc(NC(=O)CSc2nc3cc4c(cc3cc2C)OCCO4)s1,-2,-9,-2,-9,-1,-5,-1,2,-15
CCOc1ccccc1Nc1nnc(SCC(=O)N2CCCC2)s1,-2,0,11,20,-2,-11,-3,1,-5
COc1ccc(-c2c(C#Cc3ccccc3)c3ccccc3n2C)cc1,-7,5,13,i,5,-13,-6,-21,-21
O=C(Nc1ccc(Cl)c(S(=O)(=O)N2CCOCC2)c1)c1ccccn1,0,-1,-7,-1,-1,8,7,0,-10
CN(C)C1NC(=O)c2cc(-c3ccccc3)sc2N1 (stereo not given),0,-9,-1,10,4,-4,-1,1,-5
CSCC[C@H](NC(=O)[C@H]1CC[C@H](CNC(=O)[C@@H](N)Cc2ccccc2)CC1)C(=O)O,1,2,-1,20,2,9,6,-1,9
CC(C)Cc1nc2sc3c(=O)n(N)cnc3c2c2c1COC(C)(C)C2,7,-13,9,-8,-12,-12,-3,-11,-8
CS(=O)(=O)Nc1ccc(C2=NN(C(=O)C3CCCCC3)C(c3cccs3)C2)cc1 (stereo not given),-1,14,-5,-299,-2,-13,-3,0,-9
CCOC(=O)N1CCN(C(=O)c2cccc(S(=O)(=O)Nc3ccc(Br)cc3)c2)CC1,4,5,-31,14,0,-11,0,4,-12
O=C(CSc1nncs1)Nc1cc(-c2ccccc2)nn1-c1ccccc1,0,11,8,-23,-10,-3,-5,-16,3
O=C(NCc1ccccc1F)C1CCCN1S(=O)(=O)c1ccc(F)cc1 (stereo not given),1,-3,-8,-2,-2,15,-1,-1,4
O=S(=O)(c1cccc(Br)c1)N1CCN(S(=O)(=O)c2ccc3c(c2)OCCO3)CC1,-2,5,-10,22,-4,2,-1,-1,7
O=C(/C(=C\c1ccccc1)c1nc2ccccc2[nH]1)c1ccc(Cl)cc1,0,-16,3,-133,-2,-17,-8,-5,-11
COC(=O)c1ccc(NC(C)=O)o1,0,-2,-3,11,-4,5,6,2,-2
COc1ccc(O)c(C(=O)CC(=O)c2ccc(F)cc2)c1,-7,-7,-2,-223,-5,25,10,-13,25
NC(=O)c1c(-c2ccc(Cl)cc2Cl)csc1NC(=O)Cc1ccccc1,·,·,12,17,-9,·,·,1,·
CCOC(=O)c1sc2nc(-c3ccco3)c3c(c2c1N)CC(C)(C)OC3,-5,0,64*,-253,8,-8,-13,-23,0
CCCCC(CC)C(=O)N1CCN(C(=O)c2ccco2)CC1 (stereo not given),3,4,1,10,-8,-6,5,2,-7
COc1ccccc1CNn1c(-c2cccc(C)c2)nc2ccccc2c1=O,-2,-3,20,10,6,19,9,3,7
Cc1ccc(S(=O)(=O)N(Cc2cccc(C(F)(F)F)c2)C(=O)N2CCN(C)CC2)cc1,-3,-5,-5,10,-5,-5,-6,-1,-6
CCOC(=O)C(C)Sc1ncc(OC)c(=O)[nH]1 (stereo not given),-3,0,5,10,0,-31,5,0,4
O=C(Nc1cccc(F)c1)Nc1ccc2c(c1)CCC2,7,3,-2,8,0,63*,72*,2,-33
COc1ccc(CNC(=O)[C@H](C)NC(=O)C2CCN(S(=O)(=O)c3ccc(F)cc3)CC2)cc1,1,9,3,5,-1,-15,-1,1,-2
Cc1ccc(OCCNC(=O)CN2C(=O)NC3(CCCC3)C2=O)cc1,1,-2,2,9,0,8,5,-1,0
O=C(CSC1=NS(=O)(=O)c2cc(F)ccc2N1)NCCc1ccccc1,-1,2,-24,4,-5,1,-2,1,2
CC(=O)Nc1ccc(NC(=O)CSc2ccc(-c3cccnc3)nn2)cc1,5,-1,12,-3,11,-14,-5,0,2
CC[C@H](C)/C=C(C)/C=C/C(=O)Cc1cc(O)c(C)c(O)c1C=O,-8,-35,-2,-44,9,5,-5,-18,8
O=C(NCCc1ccc(Cl)cc1)C1=CC=CN2CCS(=O)(=O)N=C12,1,12,7,i,-3,17,-1,-16,6
CN(Cc1ccc(OC(F)F)cc1)C(=O)c1cccc(S(=O)(=O)N2CCN(Cc3ccccc3)CC2)c1,·,·,12,17,1,·,·,-1,·
Cc1nnc(NC(=O)C2CCN(S(=O)(=O)c3ccc(Cl)cc3)CC2)s1,-1,-4,-22,12,-5,-6,-6,1,5
COc1ccccc1NS(=O)(=O)c1ccc(C(=O)NCCCN2CCOCC2)cc1,-2,-3,-12,12,-3,-9,-8,0,-3

# Given tab-delimited: entries from further up
Compound	beta cell repl	UBC13 polyUb	PfGluPho inh	SENP8 block-1	HKDC1 inhibitor	SENP6 block	SENP7 block	SENP1 FRET inh	SENP8 block-2
Cc1ccc(S(=O)(=O)N(Cc2cccc(C(F)(F)F)c2)C(=O)N2CCN(C)CC2)cc1	-3	-5	-5	10	-5	-5	-6	-1	-6
Cc1nc(C)c(C(=O)C2=C(O)C(=O)N(CCCn3ccnc3)C2c2ccc(Cl)cc2)s1 (stereo not given)	-1	-12	-12	9	-2	-2	7	-85	-3
CCCc1cc(=O)[nH]c(SCC(=O)N(CC)Cc2ccccc2)n1	-4	-8	-12	10	-5	-20	-6	0	-6
NC(=O)c1c(-c2ccc(Cl)cc2Cl)csc1NC(=O)Cc1ccccc1	·	·	12	17	-9	·	·	1	·

# (more compounds)
SMILES,beta cell repl,UBC13 polyUb,PfGluPho inh,SENP8 block-1,HKDC1 inhibitor,SENP6 block,SENP7 block,SENP1 FRET inh,SENP8 block-2
CCOC(=O)c1ccc(NC(=O)C(CC)(CC)C(=O)OCC)cc1,0,7,-6,8,-6,11,-1,1,2
O=C(c1ccc(Cl)s1)N1CCOCC1,-1,9,-3,10,9,-11,0,2,-4
CC(C)(C)NC(=O)COc1ccc(CNCc2cccs2)cc1,-1,2,2,4,0,-15,-2,3,-4
Cc1cccc(-n2c(SCC(=O)NCC3CCCO3)nc3ccccc3c2=O)c1C (stereo not given),3,7,4,9,-5,-4,2,2,-8
S=C1CC2CCCC(C2)N1 (stereo not given),·,·,10,7,0,·,·,3,·
COc1cc(/C=N/NC(=O)c2cccnc2)ccc1OCC(=O)Nc1ccc(C)cc1,-3,-1,13,-410,-1,-9,-2,2,-2
COc1ccc(-c2csc(NC(=O)C3=COCCO3)n2)cc1OC,0,-7,3,-2,-1,-6,-12,-3,-12
Cc1cc(C(F)(F)F)nn1CC(=O)N(C)c1ccccc1,0,5,13,11,-5,13,7,1,2
COC(=O)c1cn(C(=O)c2ccc(Br)o2)c2ccccc12,-2,2,1,-20,5,-14,-6,0,-12
Cc1nc(N2CCCC2)c2nnn(Cc3ccccc3Cl)c2n1,7,12,-22,0,5,-9,10,-51,-61
CC(C)c1ccc(O)c(NC(=S)NC(=O)CCc2ccccc2)c1,-3,4,2,4,-11,-1,4,1,4
COc1cccc(C2=NN(S(C)(=O)=O)C(c3cccs3)C2)c1 (stereo not given),1,-8,-10,11,-4,4,-14,1,-9
CCOc1cc(C(=O)NCCOC)cc(OCC)c1OCC,-3,1,-2,21,-4,-4,0,1,4
O=C(Oc1ccc(N(Cc2cccs2)C2=NS(=O)(=O)c3ccccc32)cc1)c1ccccc1F,-3,3,-11,29,3,-6,7,1,6
Oc1ccccc1N=Cc1sc2ccccc2c1Cl,-2,3,7,1,4,17,3,2,-7
c1ccc(N2CCN(c3ncnc4sc5c(c34)CCC5)CC2)cc1,3,9,-2,11,5,-2,-8,-9,-7
Cn1c(NCCCO)nc2ccccc21,1,6,19,6,-2,1,5,1,2
C[C@H](NC(=O)C1CC(=O)N(c2ccc3c(c2)OCO3)C1)C(=O)NC1CCCCC1 (stereo not given in full),-2,0,-17,5,-1,0,14,0,-5
CCCc1cc(=O)[nH]c2nnc(SCC(=O)Nc3nnc(CC)s3)n12,-1,-10,0,3,-4,-3,9,2,-13
CC(=O)c1ccc(N2CCN(C(=O)/C=C/c3ccc(S(=O)(=O)N4CCOCC4)cc3)CC2)cc1,-2,-3,-12,-10,6,-26,-4,3,-7
Cc1ccc(OCC(=O)Oc2cccc(C)c2)cc1,-3,1,17,22,-6,-17,-14,1,-5
Cc1cc(C)n(CC(O)COCc2ccccc2)n1 (stereo not given),-2,-6,-5,14,-6,-3,7,1,3
N#CCc1ccc(NC(=O)c2ccc(CN3CCc4ccccc4C3)cc2)cc1,-5,1,-1,59*,4,13,4,1,4
O=C(CSCc1ccccc1Br)Nc1ccccc1,-3,4,20,13,-2,-8,-1,-1,5
Cc1csc(SCCn2c(N3CCN(c4ccccc4)CC3)nc3c2c(=O)[nH]c(=O)n3C)n1,-1,10,-19,25,-7,-23,-6,-1,-2
O=C(N/C(=C/c1ccco1)C(=O)N1CCOCC1)c1cccs1,0,-13,-3,13,-10,-16,-2,1,-13
CC(=NNC(=O)COc1cccc(C)c1)c1cccnc1,0,10,-3,14,-5,-8,4,1,-3
CCc1nc(Sc2nnnn2-c2ccccc2)c2c3c(sc2n1)CCCC3,-5,4,-2,-105,-1,-42,-4,0,-11
O=C(c1cnn(C(=O)c2ccco2)c1)c1ccccc1O,0,-1,7,-86,1,-6,-12,0,-3
CNC(=O)C1CCC(=O)N1Cc1ccccc1Cl (stereo not given),-1,15,8,11,-11,-13,2,2,-9
O=S(=O)(NCC(c1cccnc1)N1CCN(c2ccccc2)CC1)c1cc(F)ccc1F (stereo not given),-3,1,-6,5,-6,-4,-1,-5,-10
CCO[C@H]1OC(C(=O)O)=C[C@@H](C2CCCCC2)[C@@H]1CCCO,-3,-20,9,12,-1,-10,9,2,-19
COC(=O)c1sc(NC(=S)NC(=O)c2ccc(C)cc2)nc1C,-4,-2,5,3,-3,-20,10,-2,1
O=C(CSc1nnc(CCCN2C(=O)c3cccc4cccc(c34)C2=O)n1-c1ccccc1)N1CCN(CCO)CC1,0,-1,4,-109,42*,19,4,1,7
Cc1cc(-c2cccs2)c2c(N)c(C(=O)c3ccc4c(c3)OCO4)sc2n1,0,1,21,-81,2,-17,-6,-27,-16
O=C(NNc1ccc([N+](=O)[O-])cc1)c1ccccc1Cl,-1,5,13,37,-13,-11,0,-3,-1
C/C(=N\N=C(/N)SC1CC(=O)N(c2ccc(Br)cc2)C1=O)c1cccs1 (stereo not given),-5,-13,-43,14,14,-9,9,0,-3
COc1ccc(F)cc1S(=O)(=O)NCc1ccccc1,0.0*,8,0,16,6,-6,1,1,6

# An unsorted share of the library (roughly 4% active in at least one column).
